Compound activity from PubChem BioAssay.
G9a inh: G9a (human) methyltransferase inhibition. Potency, µM (series often up to 102 µM), for the others: at the top dose activity, negative = inhibition, actives largely listed as inhibitors. G9a H3K9 monomethylation, AlphaScreen, 2 h. 8.8% of 350,000 active. Q96KQ7. AID 504332; further: potency means the concentration at half of the fitted maximal effect; on the % scale 0 is the no-effect control and ±100 the full control effect; nearly all actives have a fitted effect of over 75% in size
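Step 1: enzyme (final 20 nM) with compound, 15 min RT. Step 2: substrate peptide 500 nM and SAM 20 uM, 2 h RT. Step 3: anti-H3K9me1 antibody and AlphaScreen beads, 10 min, then plate read.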
Tb PGK inh: T. brucei PGK inhibition. 0.043% of 380,000 active. PGK/GAPDH coupled, Kinase-Glo luminescence, 60 min. Potency, µM (doses to about 57.5 µM), without a hit: at the highest dose activity change, negative = inhibition, actives largely listed as inhibitors; further: potency means the concentration at half of the fitted maximal effect; on the % scale 0 is the no-effect control and ±100 the full control effect; nearly all actives have a fitted effect of over 60% in size
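Luminescent ATP detection (Kinase-Glo Plus) follows a 60-minute room-temperature incubation, with wells lacking PGK as controls. Buffer: 100 mM TEA (pH 7.6), 5 mM MgCl2, 0.01% Tween-20. Coupling enzyme GAPDH (100 nM final) supplies unstable 1,3-BPG in-well.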
JMJD2A Tudor inh: inhibitors of human JMJD2A Tudor domain; O75164; AlphaScreen JMJD2A-Tudor / H3K4me3 peptide binding; Potency, µM (highest dose often 114 µM), inactives show top-dose activity change, negative = inhibition, usual class: inhibitors; 4.4% of 390,000 active; AID 504339; further: potency means the concentration at half of the fitted maximal effect; on the % scale 0 is the no-effect control and ±100 the full control effect; nearly all actives have a fitted effect of over 50% in size
Pin1 inh: inhibitors of human Pin1. Q13526. Pin1 FP peptide displacement, HiFluor488, 10 min. Potency, µM (top dose mostly 115 µM), for inactives: top-dose activity, negative = inhibition, hits mostly inhibitors. 0.009% of 390,000 active; active means well fitted inhibition curve with a large enough effect in the polarisation, with a control signal flat, not every such curve was filed as active; inconclusive means small, poorly fitted or top-dose-only effect, or effect the other way, or a change in a side signal; inactive means no such curve, though single readings can be large or run the other way; the % refers to the polarisation; further: potency means the concentration at half of the fitted maximal effect; on the % scale 0 is the no-effect control and ±100 the full control effect
Target sequence (Q13526 whole entry, looked up): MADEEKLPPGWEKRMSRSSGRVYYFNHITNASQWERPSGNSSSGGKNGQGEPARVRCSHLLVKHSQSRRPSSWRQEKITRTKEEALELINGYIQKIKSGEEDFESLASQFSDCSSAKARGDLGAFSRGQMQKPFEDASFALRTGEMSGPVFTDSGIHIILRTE
HP1b binding inh: blocks HP1-beta chromodomain binding to methylated histone tails. P83916. AlphaScreen HP1-beta / biotin-H3K9me3 peptide binding. Potency, µM (series often up to 114 µM), for the others: top-dose activity change, negative = inhibition, most hits filed as inhibitors. 0.56% of 390,000 active. AID 540317; further: potency means the concentration at half of the fitted maximal effect; nearly all actives have a fitted effect of over 70% in size; inactives centre near 23
Target sequence (P83916 whole entry, looked up): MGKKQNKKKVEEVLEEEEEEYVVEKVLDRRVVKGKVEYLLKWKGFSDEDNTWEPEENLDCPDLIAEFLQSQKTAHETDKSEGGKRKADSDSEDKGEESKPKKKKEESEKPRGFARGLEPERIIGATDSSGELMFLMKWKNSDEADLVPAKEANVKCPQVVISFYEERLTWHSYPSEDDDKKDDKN
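Compound inhibition of the preformed complex between 50 nM HP1-beta and 50 nM biotinylated H3K9me3 peptide was read by AlphaScreen. Buffer was PBS pH 7.4 with 0.01% Tween-20. Incubations ran 30 min at room temperature, with 10 ug/mL donor/acceptor beads.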
GLS inh: inhibitors of human glutaminase (GLS); O94925; GLS enzymatic activity, qHTS titration; Potency, µM (highest dose often 45.5 µM), for inactives: at the top dose activity change, negative = inhibition, hits mostly inhibitors; 0.21% of 410,000 active; AID 624170; further: potency means the concentration at half of the fitted maximal effect; on the % scale 0 is the no-effect control and ±100 the full control effect
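hKGA; 45 mM KH2PO4 pH 8.2 + 0.02% Tween-20; cpd via pin tool; 1 mM Gln soln; GluOx/HRP/Amplex Red; RT 30 min; fluor. t0 & final.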
PI4K2A inh: PI4K2A (human) kinase inhibition; Q9BTU6; purified PI4K2A, ADP-Glo luminescence, 1 h; active compounds read low; activity change, negative = inhibition, % at 76.9 µM; 0.13% of 420,000 active; AID 1346378; in the data active means activity change below about -50%; inconclusive means mostly about -30% to -49%;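 further: -100% = wells without enzyme as full effect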
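Compounds are screened against recombinant PI4K2A using PI as substrate and ATP, the latter dispensed at 300 microM. Reactions run one hour at ambient temperature before ADP-Glo detection; full inhibition defined by wells lacking enzyme.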
BAZ2B inh: blocks human BAZ2B. Q9UIF8. AID 504333. Potency, µM (titrated, usually from 114 µM), without a hit: top-dose activity change, negative = inhibition, actives largely listed as inhibitors. AlphaScreen BAZ2B-H3K14Ac peptide displacement. 4.4% of 360,000 active; further: potency means the concentration at half of the fitted maximal effect; on the % scale 0 is the no-effect control and ±100 the full control effect; nearly all actives have a fitted effect of over 60% in size
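In this displacement format the biotinylated H3(5-23) peptide acetylated at Lys14 serves as ligand at 50 nM, with BAZ2B at 50 nM in PBS pH 7.4 containing 0.01% Tween-20. Donor and acceptor beads are 10 ug/mL final.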
ERG Ets-DNA blk: inhibitors of human ERG Ets domain-DNA interaction; Potency, µM (titrated, usually from 76.9 µM), for the others: at the highest dose FP activity, negative = inhibition, hits mostly inhibitors; fluorescence polarization, His-ERG Ets domain / labelled DNA; P11308; AID 624246; 0.028% of 370,000 active; active means well fitted inhibition curve with a large enough effect in the polarisation, with a control signal flat; inconclusive means small, poorly fitted or top-dose-only effect, or effect the other way, or a change in a side signal; inactive means no such curve, though single readings can be large or run the other way; the % refers to the polarisation;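 further: polarization taken with two DNA probes labelled with fluorescein and Texas red; potency means the concentration at half of the fitted maximal effect; % of control where 0% means no effect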
Target sequence (P11308 whole entry, looked up, the tested form may be a part): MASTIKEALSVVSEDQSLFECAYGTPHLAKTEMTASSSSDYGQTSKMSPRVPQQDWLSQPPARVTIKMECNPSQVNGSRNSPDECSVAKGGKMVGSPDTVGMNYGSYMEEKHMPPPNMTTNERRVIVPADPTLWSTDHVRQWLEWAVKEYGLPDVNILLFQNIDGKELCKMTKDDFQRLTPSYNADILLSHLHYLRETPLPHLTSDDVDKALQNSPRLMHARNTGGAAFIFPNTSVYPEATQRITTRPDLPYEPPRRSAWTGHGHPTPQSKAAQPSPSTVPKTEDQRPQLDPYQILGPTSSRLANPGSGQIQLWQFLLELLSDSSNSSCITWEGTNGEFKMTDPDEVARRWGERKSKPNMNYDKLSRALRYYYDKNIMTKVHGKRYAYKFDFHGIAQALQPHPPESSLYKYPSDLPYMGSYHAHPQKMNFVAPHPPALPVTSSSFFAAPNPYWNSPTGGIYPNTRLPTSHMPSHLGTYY
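His-tagged ERG Ets domain (1 uM in the protein solution; 300mM KCl, 50mM Tris-HCl, 1mM EDTA, 1mM DTT, pH 7.5) received compound, then a probe mix of 5 nM fluorescein-DNA and 100nM Texas-615-DNA. Fluorescence polarization was read for both dyes.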
An asterisk follows results filed as active; i = inactive; ? = inconclusive; nt = not tested or not shown; [ ] = remark or other dose. Unless noted, the call rests on the fitted dose curve; in most records, active means well fitted curve in the direction sought with a large enough effect; inconclusive means small, poorly fitted or top-dose-only effect, or another doubt; inactive means no such curve, though single readings can be large; an effect the other way counts as inactive or inconclusive.

SMILES	G9a inh	Tb PGK inh	JMJD2A Tudor inh	Pin1 inh	HP1b binding inh	GLS inh	PI4K2A inh	BAZ2B inh	ERG Ets-DNA blk
CCN1C(=O)CC2(C[N+]3(C)CCC2CC3)C1=O (stereo unspecified)	7%[59 µM]	8%	-1%	-2%	50%[activator]	3%	7	9%	-4%
O=C(NCc1ccc(Cl)cc1)c1ccc(CNS(=O)(=O)c2ccc(F)cc2)cc1	-17%[59 µM]	-8%	-4%	2%	24%	-11%	3	4%	0%
C=C(C)Cn1c(N(CCO)Cc2ccccc2)nc2c1c(=O)[nH]c(=O)n2C	14%[59 µM]	6%	-6%	-3%	45%[activator]	-3%	-3	-5%	-2%
CC1CCc2c(c3ccccc3[nH]c2=O)O1 (stereo unspecified)	9%	11%	-12%	1%	13%	6%	7	1%	-1%
O=C(CNC(=O)c1ccco1)OCc1cccc(Cl)c1	50µM*	-3%	-3%[57.1 µM]	-8%	48%[activator]	0%	0	0%	-3%
Cc1ccc2c(C(=O)CN3CCN(c4ccccc4)CC3)c(C)[nH]c2c1	-19%[59 µM]	-7%	9%	-1%	?	-5%	-12	15%	-5%
O=C(c1c(Cl)nc2sccn12)N(C(=O)c1c(Cl)nc2sccn12)c1ccc(Cl)cn1	-24%	-8%[11.5 µM]	-18%	2%	3%	0%	1	?	nt
CCOc1ccc(NC(=O)CN2C(=O)CC(C)Sc3ccccc32)cc1 (stereo unspecified)	4%[59 µM]	8%	-1%	8%	28%	-2%	-1	1%	-11%
Cc1ccc(NC(=O)CN(C)C(=O)COc2ccccc2-c2ccccc2)cc1	nt	3%	-20%	-2%	6%	-4%	6	nt	7%
O=C(Cn1c(=O)oc2ccccc21)NCCc1ccccc1Cl	8%	i	-1%	5%	21%	-5%	2	-2%	0%
COc1ccc(C(CNC(=O)c2ccc(S(=O)(=O)N(C)C)cc2)N2CCCCC2)cc1 (stereo unspecified)	5%	10%	-16%	-2%	14%	2%	-2	-14%	9%
O=c1[nH]c2ccccc2cc1CN(Cc1cccnc1)S(=O)(=O)c1ccc(Cl)cc1	nt	8%	-17%	-2%	32%	-6%	-2	?	1%
Cc1ccc(C(=O)COC(=O)CCCC(=O)NC2CCCCC2)cc1[N+](=O)[O-]	3%[59 µM]	-1%	-15%	3%	19%	-3%	-1	2%	nt
O=C(/C=C/c1ccccc1)NC(NC(=S)Nc1ccc(C(=O)O)cc1)C(Cl)(Cl)Cl (stereo unspecified)	?	-8%	-14%	-7%	-3%	16%	1	?	-18%
Cc1ccc(N2CC(C(=O)N3CCc4ccccc4C3)CC2=O)cc1 (stereo unspecified)	5%[59 µM]	-8%	-10%	-3%	23%	1%	-4	3%	nt
CCC(C)NC(=O)Nc1ccccc1F (stereo unspecified)	-7%[59 µM]	-9%	-16%[57.1 µM]	4%	24%	2%	-4	7%	-3%
S=C(NCCc1cccc(Cl)c1)NC1CCCCC1	nt	-3%	-16%	-3%	51%	-1%	2	?	-10%
CC(=O)Nc1ccc(S(=O)(=O)Oc2cccc(/C=N/N=C3/NC(=O)C(CC(=O)O)S3)c2)cc1 (stereo unspecified)	?	-9%	-23%	?	29%	0%	0	56µM*	16%
CN(CC(=O)Nc1c(Cl)cccc1Cl)C(=O)c1sccc1-c1ccccc1	0%	-7%	-4%	-5%	4%	3%	-6	9%	8%
O=C(/C=C/c1ccccc1)Nc1ccc(NC(=O)c2cccs2)cc1	5%	i	-9%	-4%	33%	-9%	-1	-20%	7%
CCC(=O)N1CCc2cc(Br)cc(S(=O)(=O)N3CCCC(C(=O)O)C3)c21 (stereo unspecified)	-42%	-10%	-7%	-6%	21%	6%	-3	-24%	-13%
N#C/C(=C\c1ccc[nH]1)C(=O)Nc1ccccc1Cl	-1%	i	-8%	?	28%	-3%	-9	-13%	-4%
O=[N+]([O-])c1ccc(NN=C(c2ccccc2)c2ccccc2)nc1	nt	-3%	-5%	0%	23%	11%	1	nt	-1%
CCc1ccc(-n2nc3ccc(NC(=O)COc4ccc(OC)cc4)cc3n2)cc1	-6%[59 µM]	i	-10%	0%	13%	-11%	0	-1%	6%
CC(C)(C)OC(=O)C[C@H]1C/C=C\C[C@@H](CC(=O)N[C@@H](CO)Cc2ccccc2)C(=O)NC[C@H](c2ccccc2)OC1=O	nt	i	-17%	2%	17%	0%	7	nt	4%

Marked active in G9a inh, of those listed so far:
SMILES	G9a inh	Tb PGK inh	JMJD2A Tudor inh	Pin1 inh	HP1b binding inh	GLS inh	PI4K2A inh	BAZ2B inh	ERG Ets-DNA blk
O=C(CNC(=O)c1ccco1)OCc1cccc(Cl)c1	50µM*	-3%	-3%[57.1 µM]	-8%	48%[activator]	0%	0	0%	-3%

Back to the main list, starting three compounds before the break.
SMILES	G9a inh	Tb PGK inh	JMJD2A Tudor inh	Pin1 inh	HP1b binding inh	GLS inh	PI4K2A inh	BAZ2B inh	ERG Ets-DNA blk
O=[N+]([O-])c1ccc(NN=C(c2ccccc2)c2ccccc2)nc1	nt	-3%	-5%	0%	23%	11%	1	nt	-1%
CCc1ccc(-n2nc3ccc(NC(=O)COc4ccc(OC)cc4)cc3n2)cc1	-6%[59 µM]	i	-10%	0%	13%	-11%	0	-1%	6%
CC(C)(C)OC(=O)C[C@H]1C/C=C\C[C@@H](CC(=O)N[C@@H](CO)Cc2ccccc2)C(=O)NC[C@H](c2ccccc2)OC1=O	nt	i	-17%	2%	17%	0%	7	nt	4%
O=C(CSc1nnc(CNC(=O)c2cccs2)o1)c1ccc(Cl)cc1	?	i	0%	1%	32%[activator]	3%	-3	-2%	7%
COc1ccc(-c2cc(C(=O)NCCc3ccc(Cl)cc3)[nH]n2)cc1	4%[59 µM]	-2%	10%	1%	31%	0%	1	-4%	6%
COc1ccccc1NC(=O)Cc1ccsc1	5%	-3%	-4%	-4%	47%[activator]	1%	-2	-2%	-1%
CCO[C@@H]1OC(C(=O)N2CCN(C)CC2)=C[C@H](c2ccc(C(F)(F)F)cc2)[C@H]1CCCO	7%[59 µM]	3%	-25%	0%	24%	2%	3	0%	-1%
COc1cc(C(CC(=O)Nc2cccc(C(C)=O)c2)N2Cc3ccccc3C2=O)cc(OC)c1OC (stereo unspecified)	-11%[59 µM]	4%	-12%	?	28%	-4%	-4	-8%	0%
COC(=O)C(C)NC(=O)COc1ccc2ccccc2c1 (stereo unspecified)	2%	-11%	-13%	-2%	25%	-7%	0	-11%	2%
COc1ccc(C2(C)NC(=O)N(CC(=O)N3CCc4ccccc43)C2=O)cc1OC (stereo unspecified)	?	0%	-10%	?	39%	1%	0	9%	2%
CCC(C)N(C(=O)COC(=O)CCc1c[nH]c2ccccc12)C1CCS(=O)(=O)C1 (stereo unspecified)	7%	-4%	-14%	-4%	30%	11%	3	?	19%
Cc1ccc(CNC(=O)c2cc(-c3ccccc3)nn2CC2CC(c3cccc([N+](=O)[O-])c3)=NO2)cc1 (stereo unspecified)	nt	-7%	-32%	0%	1%	0%	2	nt	3%
Cc1cc(C(C)(C)C)cc(S(=O)(=O)Nc2ccc(O)c(C(=O)O)c2)c1C	?	-1%	-14%	-25%	26%	25%	-4	0%	2%
O=S(=O)(c1ccc(Cl)nc1)N1CCCC1	nt	-5%	4%	1%	31%	-6%	6	nt	-2%
CC1(C)CC(=O)C2=C(C1)NC(=O)NC2c1ccccc1Cl (stereo unspecified)	nt	1%	-13%	-2%	25%	1%	1	nt	-5%
CC(C)(C)C(=O)N1CCN(c2ccc(NC(=O)c3ccc4c(c3)OCCO4)cc2)CC1	13%[59 µM]	1%	-15%	-6%	-7%	0%	-1	-12%	-4%
Cc1c(C(=O)O)oc2ccc(S(=O)(=O)N3CC(C)CC(C)C3)cc12 (stereo unspecified)	5%[59 µM]	-1%	-8%	1%	22%	-5%	-2	4%	1%
CCOc1ccccc1CNC(=O)CCc1c(C)nn(-c2ccc(N3CCCC3)nn2)c1C	7%[59 µM]	11%	-17%	0%	28%	4%	6	?	0%

Copied from the list:
Reading for `CCO[C@@H]1OC(C(=O)N2CCN(C)CC2)=C[C@H](c2ccc(C(F)(F)F)cc2)[C@H]1CCCO` in Pin1 inh: 0%
Reading for `CCOc1ccccc1CNC(=O)CCc1c(C)nn(-c2ccc(N3CCCC3)nn2)c1C` in G9a inh: 7%[59 µM]
Reading for `Cc1cc(C(C)(C)C)cc(S(=O)(=O)Nc2ccc(O)c(C(=O)O)c2)c1C` in JMJD2A Tudor inh: -14%
Reading for `Cc1c(C(=O)O)oc2ccc(S(=O)(=O)N3CC(C)CC(C)C3)cc12` (stereo unspecified) in GLS inh: -5%
Reading for `CC(C)(C)C(=O)N1CCN(c2ccc(NC(=O)c3ccc4c(c3)OCCO4)cc2)CC1` in PI4K2A inh: -1
Reading for `COc1ccccc1NC(=O)Cc1ccsc1` in Tb PGK inh: -3%
